Screens: PubChem BioAssay, several laboratories
CF NFkB inh: inhibitors of PAF-induced NF-kB signaling, primary screen, cell-based, GFP fluorescence, uHTS. KKLEB NF-kB-GFP reporter, GFP fluorescence overnight. inhibition, % at 5 µM. 360,000 compounds, 0.86% hits;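 active = at least 50% inhibition at 5 µM, scaled per plate between neutral and stimulator controls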;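 also: PAF is a Pseudomonas aeruginosa culture filtrate used as stimulus; plate controls were PAF-stimulated DMSO wells for no effect and unstimulated DMSO wells for full effect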
TROY signal inh: inhibitors of TROY-driven NF-kB signaling, primary screen, Q293 LMP1-TROYcd cells, NF-kB luciferase, uHTS; Q293 LMP1-TROYcd NF-kB luciferase reporter, 4 h; inhibition, % at 10 µM; 360,000 compounds, 0.98% hits; AID 1347056, 2019;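 active = compounds whose plate-normalised and pattern-corrected inhibition of the luciferase reporter signal at the single screening dose is 50% or more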
Peg3 prom inh: Peg3 promoter-driven luciferase inhibitors, primary screen, cell-based, HeLa, luciferase luminescence; AID 588405, 2011; HeLa PEG-Prom luciferase reporter, overnight; 360,000 compounds, 1.7% hits; inhibition, % at 20 µM;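 active = inhibition of at least 50% at 20 µM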
KKLEB cytotox: cytotoxicity in KKLEB CF airway cells, primary screen, cytotoxicity control for CF NF-kB inhibitor project, cell-based, uHTS, fluorescence assay plates; KKLEB CF airway cells viability, ATPlite luminescence, overnight; active compounds read low; cells stimulated with P. aeruginosa culture filtrate; activity change (cytotoxicity), % at 5 µM; 360,000 compounds, 0.36% hits;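 active = corrected activity change at or below -50% at 5 µM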
TRAIL sens C8: viability loss with TRAIL in NB7+C8 cells, primary screen, TRAIL sensitizer project, cell-based, ATPlite luminescence; inhibition (viability loss, TRAIL sensitization), % at 10 µM; 360,000 compounds, 1% hits; AID 624354, 2012;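 active = compounds causing at least 50% loss of cell viability in the single-dose screen, relative to plate controls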
NR2E3 ag-1: NR2E3 agonists in two-hybrid cells, primary screen, cell-based, luminescence, CHO-S, Gal4-NCOR/VP16-NR2E3 | Photoreceptor-specific nuclear receptor (Homo sapiens), Q9Y5X4 | luciferase | inhibition of corepressor binding, % at 3.98 µM | 360,000 compounds, 0.35% hits | AID 602229, 2012;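 active = inhibition above the mean of all tested compounds plus 3 SD, cut at about 70% in these data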;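 also: 0% = DMSO with NR2E3 transfected cells and 100% = cells lacking NR2E3 construct; higher means lower luciferase signal from less NR2E3 corepressor binding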
Target sequence (Q9Y5X4 whole entry, looked up, the tested form may be a part): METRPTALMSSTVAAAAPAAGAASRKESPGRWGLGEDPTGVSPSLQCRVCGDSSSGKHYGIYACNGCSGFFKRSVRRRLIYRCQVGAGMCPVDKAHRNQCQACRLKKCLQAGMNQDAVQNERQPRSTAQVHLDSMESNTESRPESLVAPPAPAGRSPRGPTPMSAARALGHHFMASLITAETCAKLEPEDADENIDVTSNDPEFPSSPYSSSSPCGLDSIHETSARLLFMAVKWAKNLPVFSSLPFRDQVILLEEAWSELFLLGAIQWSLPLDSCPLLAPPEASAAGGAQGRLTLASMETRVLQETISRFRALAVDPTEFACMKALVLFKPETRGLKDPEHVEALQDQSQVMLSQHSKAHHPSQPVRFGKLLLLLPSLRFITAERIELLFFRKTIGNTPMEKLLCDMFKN
TRPM1 prom inh: inhibitors of MITF-dependent TRPM1 promoter reporter, primary screen, cell-based, SK-MEL-5, single point, luciferase | 330,000 compounds, 0.83% hits | SK-MEL-5 TRPM1 promoter luciferase, 24 h | inhibition, % at 12.5 µM;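 active = mean inhibition across replicates of 60% or more, whatever share of single replicates reaches that level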; also: values of inactives mirror those of a sister screen read the other way
Shn3 inh set2: reduction of Shn3 3'UTR firefly luciferase signal, primary screen, Schnurri-3 inhibitor project, cell-based, Clone20 osteoblasts, set 2 | Clone20 osteoblast Shn3 3'UTR firefly luciferase, 24 h | inhibition, % at 12.5 µM | 360,000 compounds, 0.52% hits;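 active = mean inhibition of at least 75% with every replicate also reaching 75%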;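 also: 0% = median of neutral control wells and 100% = pilot-screen positive control compound; some compounds past the cut are filed as inactive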
TWEAK-Fn14 inh: inhibitors of TWEAK-Fn14 signaling, primary screen, luciferase reporter cells, uHTS | TWEAK-stimulated Fn14 reporter cells, luciferase luminescence, 8 h | inhibition, % at 10 µM | 360,000 compounds, 2% hits; in the data active = inhibition above about 50%
HIF-2a inh: HIF-2a reporter inhibitors, primary screen, luminescence, 786-0 RCC cells; 786-0 RCC cells HIF-2a reporter, luciferase luminescence, overnight; 360,000 compounds, 0.72% hits; inhibition, % at 18.8 µM;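 active = inhibition of the luminescence signal of 40% or more relative to plate controls, in a single-dose primary screen at 18.75 µM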
NR2E3 ag-2: inhibitors of NR2E3-RetCOR corepressor binding, primary screen, NR2E3 agonist project, biochemical, TR-FRET, GST-NR2E3, biotin-RetCOR; inhibition of corepressor binding, % at 4.78 µM; AID 2300, 2010; 1536-well; 320,000 compounds, 0.12% hits;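 active = percent inhibition above the cutoff of mean plus 3 SD of all tested compounds, set per screening campaign, cut at about 20% in these data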;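 also: 0% = DMSO wells and 100% = biotin wells as full block of FRET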
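Assay system: NR2E3–RetCOR corepressor complex. Quantity: 1.35 nM GST-NR2E3. Buffer or medium: pH 7.5 Tris-based buffer. Reagent: biotinylated RetCOR corepressor at 7 nM final. Schedule: 5 h at 4 °C. Detection: TR-FRET, emission read at 617 and 671 nm. Replicates: one well per compound, singlicate testing.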
Numbers without * were called inactive; · = not tested or not shown. Only part of the results is shown; the hit share may differ from the screen's.

Molecule,CF NFkB inh,TROY signal inh,Peg3 prom inh,KKLEB cytotox,TRAIL sens C8,NR2E3 ag-1,TRPM1 prom inh,Shn3 inh set2,TWEAK-Fn14 inh,HIF-2a inh,NR2E3 ag-2
Cc1cccc(Nc2ncccc2C(=O)NCc2cccs2)c1C,-6,7,10,1,7,3,6,9,9,13,1
CCN(CC(=O)Nc1c(F)cccc1F)C(=O)CCCOc1ccccc1,14,11,9,-13,12,-10,4,16,14,14,·
Cc1ccc2nc(SCC(=O)N(CC(C)C)c3c(N)n(Cc4ccccc4)c(=O)[nH]c3=O)[nH]c2c1,8,2,12,9,7,-21,7,7,-3,13,0
O=C(NC1=NCCS1)c1cccc(F)c1,-10,-46,-71,3,6,-17,·,-17,-9,-104,4
CC(=O)NC(c1ccc(F)c(F)c1)c1nc(-c2ccccc2)cs1 (stereo not drawn),-1,-7,-6,6,-9,-8,·,-4,3,-12,·
CC(C)c1ccc(/C=C(\c2nc3ccccc3[nH]2)S(=O)(=O)c2ccccc2)cc1,93*,6,104*,-68*,-15,100*,87*,92*,94*,90*,-2
O=C(O)CCSc1nnc(CNc2ccc(Cl)cc2)n1Cc1ccccc1,5,-29,4,1,15,-3,8,-4,8,-4,-1
CCN1CCN(Cc2c(O)ccc3c2O/C(=C\c2ccccc2)C3=O)CC1,-12,-6,14,3,-5,4,-2,-21,3,14,1
Cc1cc(C)cc(N(CC(=O)NC(C)(C)C)C(=O)CCC(=O)Nc2ccccn2)c1,-4,5,25,9,-12,0,7,-1,0,8,1
N#Cc1ccc(CN2CCN(C(=O)c3ccccc3)CC2)c(Cl)c1,-8,-2,7,-1,-2,-11,8,1,11,16,-1
COc1ccc(S(=O)(=O)N2CCC(C(=O)NC(C)CCc3ccccc3)CC2)cc1 (stereo not drawn),3,-7,8,-6,17,9,-3,2,8,15,2
Cc1ccc(S(=O)(=O)/N=C2/NC(=O)/C(=C/c3ccccc3)S2)cc1,-9,22,14,0,-2,12,-1,15,13,1,0
COc1ccc(C(=O)NCCNC(=O)c2cnccn2)cc1,9,-13,-14,-2,-16,-13,0,-3,13,9,0
COc1ccc2c(C)cc(SCC(=O)NCCN3C(=O)CSC3=O)nc2c1,4,-13,0,5,-4,-5,2,-4,1,18,-1
CCOC(=O)C1C(c2ccc(Cl)cc2)NC(=S)NC1(O)C(F)(F)F (stereo not drawn),2,-1,12,-4,-6,-13,6,2,8,6,2

Profiles from above:
Shown for Cc1ccc(S(=O)(=O)/N=C2/NC(=O)/C(=C/c3ccccc3)S2)cc1 : CF NFkB inh: -9; TROY signal inh: 22; Peg3 prom inh: 14; KKLEB cytotox: 0; TRAIL sens C8: -2; NR2E3 ag-1: 12; TRPM1 prom inh: -1; Shn3 inh set2: 15; TWEAK-Fn14 inh: 13; HIF-2a inh: 1; NR2E3 ag-2: 0
Shown for CCOC(=O)C1C(c2ccc(Cl)cc2)NC(=S)NC1(O)C(F)(F)F (stereo not drawn) : CF NFkB inh: 2; TROY signal inh: -1; Peg3 prom inh: 12; KKLEB cytotox: -4; TRAIL sens C8: -6; NR2E3 ag-1: -13; TRPM1 prom inh: 6; Shn3 inh set2: 2; TWEAK-Fn14 inh: 8; HIF-2a inh: 6; NR2E3 ag-2: 2

(listing goes on)
Molecule,CF NFkB inh,TROY signal inh,Peg3 prom inh,KKLEB cytotox,TRAIL sens C8,NR2E3 ag-1,TRPM1 prom inh,Shn3 inh set2,TWEAK-Fn14 inh,HIF-2a inh,NR2E3 ag-2
Nc1nc2sc3c(c2c(=O)s1)CCCC3,0,-51,-143,-9,13,-88,-43,-46,-45,-200,1
COc1cc(CN2CCCC(C(=O)c3ccc(SC)cc3)C2)cc(Cl)c1O (stereo not drawn),1,-2,-5,-8,3,8,1,6,-17,8,-1
NC(=O)COC(=O)CC(c1ccccc1)c1ccccc1,5,2,9,-3,-27,-1,-5,-12,2,18,-1
CN(C)c1ccc(S(=O)(=O)NCC(=O)OCC(=O)Nc2cccc(Cl)c2)cc1[N+](=O)[O-],4,2,3,-7,-16,-27,3,-34,-4,20,2
CCN(CC1CCCN(CCc2cccc(F)c2)C1)C(=O)c1ccoc1C (stereo not drawn),9,13,7,-6,-10,-19,·,-11,3,6,·
COc1ccc(-c2cc(C)no2)cc1S(=O)(=O)NCC(C)c1ccccc1 (stereo not drawn),-6,0,9,-8,4,16,-4,0,7,6,6
Cc1ccc(C(CC(N)=O)c2ccco2)cc1 (stereo not drawn),-1,15,9,6,-8,-1,-7,-13,4,13,0
CCCCSCCCNC(=O)CCCN1C(=O)c2ccccc2Sc2ncccc21,7,-28,12,-6,-5,4,3,10,13,6,-5
COc1cc2c(cc1NC(=O)c1cccc(F)c1)CCCC2,0,-40,-65,-4,1,-39,3,-21,-26,-133,1
O=C(COC(=O)Cc1ccc([N+](=O)[O-])cc1)NCc1ccc2c(c1)OCO2,18,-11,0,-8,-3,-23,-1,11,-7,7,·
CN(Cc1ccon1)C(=O)c1ccc2nc(Cc3cccc(Cl)c3)oc2c1,-5,-45,-22,-9,-3,8,-5,-15,24,-19,3
CCC(Sc1nnc2c3ccccc3n(CC)c2n1)C(=O)Nc1sc2c(c1C#N)CCCC2 (stereo not drawn),5,-30,17,-12,30,3,11,14,-14,16,1
CCN(CC)c1ccc(/C=N/OCC(=O)Nc2cccc(C)c2)cc1,-6,-44,-4,-2,15,-13,-8,6,0,0,1
CS(=O)(=O)N1N=C(c2cccs2)CC1c1ccco1 (stereo not drawn),-18,8,-9,5,-2,-1,7,-11,17,-18,2
O=C(O)c1ccc(S(=O)(=O)c2ccccc2)s1,-2,0,-2,9,2,-5,12,-7,-8,9,·
Cc1ccccc1NC(=O)c1cc(S(=O)(=O)c2ccccc2)ccc1Cl,-24,10,22,10,8,-39,8,8,19,-10,2
C/C(=N\NC(=O)CNC(=O)C1COc2ccccc2O1)c1ccco1 (stereo not drawn),-12,1,11,5,-4,-26,3,8,6,6,1
C/C(=C\c1ccccc1)C(=O)NCCCn1ccnc1,0,9,-3,16,14,-4,10,6,3,4,1
CNC(=S)Nc1cccc(-c2cnc3ccccc3n2)c1,-28,-29,-257,7,5,-87,-1,-60,16,-242,1
COc1ccc(-n2nnnc2S(=O)(=O)Cc2ccc(C(=O)O)cc2)cc1,89*,20,37,-42,13,-8,9,2,-7,12,4
CCOC(=O)C1CCN(C(=O)CN2C(=O)c3ccccc3Sc3ncccc32)CC1,-5,-18,2,14,2,-6,0,-19,-16,14,-3
O=C(Cn1cc([N+](=O)[O-])cn1)N1N=C(C(F)F)CC1(O)C(F)F (stereo not drawn),3,7,2,-1,5,-16,4,14,-13,35,2
CC(C)(C)c1cccc(P(=O)(c2ccccc2)c2ccccc2)c1O,2,-10,1,-9,0,16,10,1,5,4,3
O=C1C2CC=CCC2C(=O)N1c1n[nH]c(-c2ccccc2)n1 (stereo not drawn),-8,8,15,5,-9,-10,-9,-11,1,16,-2
CCOC(=O)Cc1csc(NC(=O)c2c(-c3c(F)cccc3Cl)noc2C)n1,-1,0,20,-8,4,-4,-1,13,2,18,-2
Cc1ccc(C(=O)N2CCN(c3ccc(N4CCOCC4)nn3)CC2)cc1C,-4,-6,12,0,5,-32,-4,23,3,6,0
CCS(=O)(=O)Nc1ccc(C2=NN(C(=O)c3ccco3)C(c3ccc(Cl)o3)C2)cc1 (stereo not drawn),13,10,18,-2,1,10,13,0,10,-8,·
Cc1ccc(NC(=S)N(CCN(C)C)Cc2cccs2)c(C)c1,18,-10,-7,0,9,0,-13,-9,20,11,-2
COc1ccc(NCc2n[nH]c(=O)c3ccccc23)cc1,11,0,5,-3,-6,-13,-3,-5,-30,-29,1
CCN(C(=O)COC(=O)C1CC1C)c1c(N)n(Cc2ccccc2)c(=O)[nH]c1=O (stereo not drawn),-16,-1,-3,20,-3,1,-4,6,15,5,·
CCOc1nc2cnccc2n(CC(=O)Nc2c(C)cccc2CC)c1=O,15,10,-9,7,2,-5,0,1,-11,4,-1
C=CCOc1ccc(/C=N/NC(=O)CN2CCCCC2)cc1OC,8,-7,17,-5,-6,1,4,1,0,15,-3
COc1cccc(C(=O)NCCS(=O)(=O)N(C)C2CCCCC2)c1,10,-13,-10,-5,-17,-33,-3,-2,4,-14,-1
COC(=O)[C@@H]1[C@@H](C)N(Cc2ccccc2)C(=O)N[C@H]1c1cccc(C(F)(F)F)c1,-25,11,12,5,5,18,6,36,0,16,5
CCCc1cc(N2CCC(C(N)=O)CC2)nc(-c2ccccc2)n1,-2,-16,16,2,-2,4,5,-15,-13,22,4
Cc1ccc(C(=O)N2CCCCC2)cc1S(=O)(=O)N1CCCC1,-7,-4,5,-3,-11,8,-6,-18,0,10,1
Cc1ccccc1NC(=O)CN1CCCC1,28,6,-5,-12,1,-26,·,-7,-23,-5,·
CC(=O)c1ccc(S(=O)(=O)N2CCN(C(=O)CSC(=S)N3CCCC3)CC2)cc1,-7,-8,7,12,-5,-11,-5,18,-8,19,-4
Cc1ccc(NC(=O)C2C(c3ccccc3)C=CC(c3ccccc3)C2C(=O)O)cc1 (stereo not drawn),-1,-9,12,13,-7,3,8,3,15,16,0
CCS(=O)(=O)Nc1cccc(C2=NN(S(C)(=O)=O)C(c3cccs3)C2)c1 (stereo not drawn),-15,-8,-21,-8,5,-13,-31,-1,-5,-33,1
O=C(CC1S/C(=N/N=C/c2ccco2)NC1=O)Nc1cccc(Cl)c1Cl (stereo not drawn),-12,-1,18,0,-9,-6,4,5,-25,14,4
COc1ccc(CN2CCN(Cc3ccc(C(F)(F)F)cc3)CC2)cc1,4,2,13,-17,5,-15,14,-1,11,12,0
CCOc1ccc(S(=O)(=O)Nc2ccccc2SC)cc1,-1,12,14,-1,13,17,-7,7,16,32,-1
Cn1nnnc1SCc1nc2ccccc2s1,-2,20,-84,7,18,-22,-13,-102,-16,-109,3
Cc1nnc(-c2cnn(-c3ccccc3)c2N)n1Cc1ccc(F)cc1,0,10,11,-28,-13,-1,-8,6,21,14,-4
Cc1c(C(=O)NC2CCCCC2)sc2ncnc(N3CCN(c4ccccc4)CC3)c12,11,19,-11,-7,16,-37,-2,22,-4,-5,0
COc1ccc(CCn2c(=O)[nH]c3cc(C(=O)N4CCN(c5ccccc5)CC4)ccc3c2=O)cc1OC,32,49,33,-22,12,9,9,55,44,13,2
CC(C)(C)n1nnnc1C(c1ccncc1)N1CCCCCC1 (stereo not drawn),6,-7,-13,-4,2,-18,-10,-10,5,-2,2
